Screening results deposited in PubChem BioAssay by The Scripps Research Institute Molecular Screening Center.
M5 PAM = potentiates acetylcholine response at human M5 receptor. 0.3% of 360,000 active. P08912. CHO-K1 hM5, Fluo-8 calcium, ACh EC20 PAM; 0% = ACh EC20, 100% = ACh EC100. AID 624038. activation, % at 3 µM;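 active means activation above the run cutoff, the mean activation of all test compounds plus 3 SD, cut at about 18% in these data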
Target sequence (P08912 whole entry, looked up): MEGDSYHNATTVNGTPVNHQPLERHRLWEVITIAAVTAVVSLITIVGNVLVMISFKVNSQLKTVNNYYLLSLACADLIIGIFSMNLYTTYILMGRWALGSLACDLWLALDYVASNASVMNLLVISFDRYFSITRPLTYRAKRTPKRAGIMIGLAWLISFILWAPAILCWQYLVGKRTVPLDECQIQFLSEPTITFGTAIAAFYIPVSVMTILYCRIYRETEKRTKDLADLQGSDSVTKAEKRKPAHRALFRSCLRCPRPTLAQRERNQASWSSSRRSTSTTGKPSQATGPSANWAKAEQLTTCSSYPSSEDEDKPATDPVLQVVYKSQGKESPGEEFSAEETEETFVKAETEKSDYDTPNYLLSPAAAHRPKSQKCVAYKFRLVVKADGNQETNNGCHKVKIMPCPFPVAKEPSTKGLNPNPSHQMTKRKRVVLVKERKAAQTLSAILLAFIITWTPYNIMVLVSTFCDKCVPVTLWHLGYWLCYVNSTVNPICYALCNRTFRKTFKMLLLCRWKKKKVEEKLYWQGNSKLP
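Assay system – human M5 receptor in CHO-K1 cells · Read-out – % activation, ACh-normalized · Technique – Fluo-8 calcium fluorescence · Dosing – single-point, 3 µM nominal · Incubation – Fluo-8 loading 80 min at 37 °C plus 30 min room temperature · Repeats – singlicate, one well per test compound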
CHRM4 antagonist = blocks acetylcholine activation of human M4 receptor. inhibition, % at 3 µM. CHO-hM4 cells, ACh EC80, Fluo-8 calcium fluorescence. 0.73% of 360,000 active. P08173. AID 624125;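 active means inhibition above its plate's cutoff, the mean inhibition of sample wells plus 3 SD, cut at about 27% in these data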;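 further: 0% = acetylcholine EC80 with DMSO and 100% = DMSO without agonist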
Target sequence (P08173 whole entry, looked up): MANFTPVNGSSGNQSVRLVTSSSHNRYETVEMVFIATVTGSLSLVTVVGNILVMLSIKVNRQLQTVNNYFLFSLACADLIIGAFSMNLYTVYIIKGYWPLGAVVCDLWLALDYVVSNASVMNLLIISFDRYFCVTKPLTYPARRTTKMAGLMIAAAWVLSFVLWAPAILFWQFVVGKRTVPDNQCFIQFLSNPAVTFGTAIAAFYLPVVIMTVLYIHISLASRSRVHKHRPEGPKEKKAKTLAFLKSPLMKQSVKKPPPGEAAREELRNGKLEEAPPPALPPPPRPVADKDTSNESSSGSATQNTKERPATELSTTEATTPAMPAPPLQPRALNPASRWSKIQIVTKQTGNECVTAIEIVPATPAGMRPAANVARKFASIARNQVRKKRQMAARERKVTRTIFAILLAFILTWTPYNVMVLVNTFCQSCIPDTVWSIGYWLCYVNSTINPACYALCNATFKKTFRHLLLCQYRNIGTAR
M1 ag parental = M1 agonist counterscreen hit in parental CHO-K1 cells | AID 602248 | activation, % at 3 µM | Fluo-8 calcium fluorescence; scaled to maximal ATP response, vehicle zero | 0.48% of 360,000 active; in the data active means activation above about 15%;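 further: untransfected CHO-K1 host cells lacking M1 receptor as counterscreen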
CHO-K1 Ca PAM = counter-screen for M1 PAMs: effect in parental CHO-K1 cells. activation, % at 3 µM. 0.02% of 360,000 active. ATP EC20, Fluo-8 calcium fluorescence; 0% at ATP EC20, 100% at ATP max;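 active means activation above the run cutoff, the mean activation of all test compounds plus 3 SD, cut at about 40% in these data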;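 further: peak over basal fluorescence ratio in a 140 s read after ATP addition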
M4 ag = agonists of human muscarinic M4 receptor (CHRM4); P08173; CHO-K1 hM4/Gqi5, Fluo-8 calcium fluorescence; vehicle 0%, full acetylcholine response 100%; activation, % at 3 µM; 0.14% of 360,000 active; AID 624127;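 active means activation above the run mean over all test wells plus 3 SD, cut at about 32% in these data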;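 further: peak over basal fluorescence ratio per well then scaled between controls; 0% = DMSO wells and 100% = acetylcholine at EC100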
CHRM5 agonist = agonists of human muscarinic M5 receptor (CHRM5); CHO-K1 hM5 cells, Fluo-8 calcium fluorescence; 0% DMSO wells, 100% maximal acetylcholine response; 0.19% of 360,000 active; activation, % at 3 µM; AID 624037; P08912;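 active means activation above the run's mean over test compounds plus 3 SD, cut at about 23% in these data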;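 further: signal is peak over basal fluorescence ratio across the kinetic read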
CHO-K1 Ca antag = counter-screen for M1 antagonists: effect in parental CHO-K1 cells; ATP-induced calcium, Fluo-8 fluorescence; inhibition, % at 3 µM; 0.6% of 360,000 active; AID 602250;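 active means inhibition above a per-plate cutoff, the plate's mean sample inhibition plus 3 SD, cut at about 24% in these data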;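 further: 0% = DMSO plus EC80 ATP and 100% = DMSO alone without ATP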
CHRM4 PAM = potentiates acetylcholine response at human M4 receptor. 0.4% of 360,000 active. activation, % at 3 µM. CHO-K1 hM4/Gqi5, Fluo-8 calcium fluorescence, ACh EC20; 0% = ACh EC20, 100% = maximal ACh;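 active means activation above its plate's cutoff, the mean activation of sample wells plus 3 SD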; further: some results filed as inactive read as strong as hits
M5 antag = CHRM5 antagonism in calcium assay; P08912; inhibition, % at 3 µM; CHO-hM5 cells, Fluo-8 calcium fluorescence, ACh EC80; 0.59% of 360,000 active;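 active means inhibition above a per-plate cutoff, the mean of that plate's test compounds plus 3 SD, cut at about 27% in these data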;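 further: 0% = acetylcholine EC80 with DMSO and 100% = DMSO without agonist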
* hit, by the source's call; & = joins results of further samples. A portion of the library (hit frequency here may not be typical).

1	COc1ccccc1CCNC1CCC(C)CC1 (stereo not drawn)
2	C[N+]12CCC(CC1)C(C#N)(N1CCOCC1)C2 (stereo not drawn)
3	CCN(CC)P(=O)(/C=C(\Cl)c1ccccc1)/C=C(\Cl)c1ccccc1
4	O=c1cccc2n1CC1CC2CN(Cc2c(F)cccc2Cl)C1 (stereo not drawn)
5	NC(=O)C1(N2CCCCC2)CCN(Cc2ccccc2)CC1
6	Cc1ccccc1N1C(=O)NC(=O)/C(=C\c2cc(Br)c(N3CCOCC3)o2)C1=O
7	O=C(c1ccccc1F)c1cn(Cc2ccccc2)c2ccccc12
8	NP(=O)(OCC(F)(F)F)Oc1ccc(Cl)cc1 (stereo not drawn)
9	COc1ccc(N2C(=O)/C(=C/c3ccc(N(C)C)o3)C(=O)NC2=S)cc1
10	CCN(CC)CCCN=Cc1c(O)n(CCc2ccc(OC)c(OC)c2)c(=O)[nH]c1=O

compound no.	1	2	3	4	5	6	7	8	9	10
CHRM4 PAM	-11	15	6	-4	2	-7	-13	1	0	17
M5 antag	3	-3	1	9	-6	15	3	-12	7	1
CHRM5 agonist	-7	3	-1	0	-1	5	-9	-2	-1	-3
CHRM4 antagonist	12	9	-3	4	-5	6	-7	5	-10	-3
CHO-K1 Ca PAM	21	-3	7	-7	13	11	29	16	7	13
M5 PAM	0	6	2	-11	0	-11	-6	1	-5	3
M4 ag	0	1	0	0	2	7	0	0	5	0
M1 ag parental	1.4	-0.2	-0.3	-0.2	0.7	4.6	0.8	0.7	3.9	0.1
CHO-K1 Ca antag	-1	10	-12	3	-10	4	-13	-8	0	-13

11	N#Cc1ccccc1NC(=O)CN1CC=C(c2ccccc2)CC1
12	O=C(c1ccc2c(c1)N(Cc1ccccc1)CCS2)N1CCC2(CC1)OCCO2
13	COC(=O)c1c(C)n(Cc2ccco2)c2ccc(O)cc12
14	C=CCN(c1ccc(C(=O)N(CC)CC)cc1)S(C)(=O)=O
15	N#CC(C#N)=Cc1ccc(C=C(C#N)C#N)cc1
16	CCC(=NCCO)c1c(O)n(-c2ccc(Cl)cc2)c(=O)[nH]c1=O
17	CCOP(=O)(OCC)C(NC(=O)c1cccc2ccccc12)C(Cl)(Cl)Cl (stereo not drawn)
18	O=C(CN1C(=O)CN=C(c2ccccc2)c2ccccc21)NCc1ccco1
19	Cc1ccc(N2C(=O)NC(=O)/C(=C/c3ccc(OC(=O)c4cccs4)cc3)C2=O)cc1
20	Nc1ccc(S(=O)(=O)N2CC3CC(C2)c2cccc(=O)n2C3)cc1 (stereo not drawn)

compound no.	11	12	13	14	15	16	17	18	19	20
CHRM4 PAM	-3	4	1	6	6	-4	5	10	4	3
M5 antag	11	-5	-9	-7	-3	3	-13	10	2	1
CHRM5 agonist	0	2	1	-2	-1	0	-4	-4	-2	-1
CHRM4 antagonist	-4	-14	5	-3	-7	9	-10	-3	-2	-11
CHO-K1 Ca PAM	16	23	15	14	0	-5	-5	8	17	5
M5 PAM	1	10	5	3	2	3	2	1	-1	1
M4 ag	1	5	2	1	1	0	1	1	0	1
M1 ag parental	1.0	3.9	1.7	0.4	0.6	0.3	-0.6	0.0	0.0	0.0
CHO-K1 Ca antag	-11	-7	-5	-12	-7	6	2	7	-10	-2

21	O=c1[nH]c(=O)n(CC2CCCO2)c(O)c1/C=C1\C=Nc2ccccc21 (stereo not drawn)
22	Fc1ccc(Cn2nnnc2C(c2ccc(F)cc2)N2CC=C(c3ccc(F)cc3)CC2)cc1 (stereo not drawn)
23	COc1ccc(F)cc1C(=O)C1CCCN(Cc2ccc(O)cc2)C1 (stereo not drawn)
24	N=Cc1c(O)n(-c2cccc(Cl)c2)c(=O)[nH]c1=O
25	O=C1CCCN1CC#CCN1CCCC1
26	CC1(C)CSC(Nc2ccc(F)c(Cl)c2)=N1
27	CCC1(CC)C(=O)NC(=O)N(c2ccccc2)C1=O
28	CCC(CC)N1CCN(Cc2nc3ccccc3c(=O)n2-c2ccc(F)cc2)CC1
29	CN(C)c1cccc(CN2CCN(c3ccccc3)CC2)c1
30	CCc1ccc(-n2c(O)c(C(C)=O)c(=O)[nH]c2=O)cc1 (tested in a mixture with another compound)

compound no.	21	22	23	24	25	26	27	28	29	30
CHRM4 PAM	0&16	-1	-2	7	-19	1	5	1	3	-25
M5 antag	-2&7	4	0	-1	95*	2	-1	6	4	6
CHRM5 agonist	2&1	-5	-4	-1	103*	-13	-3	-8	-5	3
CHRM4 antagonist	-8&-2	8	-2	-15	81*	-5	-21	4	-22	-3
CHO-K1 Ca PAM	-21&-4	-11	-15	8	13	1	14	-5	22	6
M5 PAM	2&-4	0	8	1	-15	-2	0	-3	-2	0
M4 ag	0&1	2	1	0	84*	4	2	1	5	10
M1 ag parental	0.2&0.6	-0.2	0.1	0.3	0.3	1.9	-0.4	-0.1	2.0	3.0
CHO-K1 Ca antag	17&-8	12	5	5	5	1	-2	-8	-5	-10

31	FC(F)=C(F)CCSc1ncn[nH]1
32	CCc1ccc(NC(=O)CN2CC(c3ccccc3)CC2=O)cc1 (stereo not drawn)
33	CC12C=CC(=O)CC1CCC1C2CCC2(C)C(O)C(O)CC12 (stereo not drawn)
34	Cc1cccc(CCNCc2cc3cc(C)cc(C)c3[nH]c2=O)c1
35	Cc1cc(C)c(Cn2c(C(=O)O)c(C=O)c3ccccc32)c(C)c1
36	COC(=O)C1=C(c2ccccc2)C[C@@H]2CC[C@H]1N2C(=O)NCCO
37	COc1ccc(N=C(C)c2c(O)n(C3CCCCC3)c(=O)[nH]c2=O)c(OC)c1
38	COc1ccc(-c2cc(=NCC(=O)O)c3ccccc3o2)cc1
39	CC(=NCCCN1CCCCC1)c1c(O)n(Cc2ccccc2)c(=O)[nH]c1=O
40	C[C@]12CC[C@@H](O)CC1=CC(=O)C1C2CC[C@]2(C)C(=O)CCC12 (stereo partly drawn)

compound no.	31	32	33	34	35	36	37	38	39	40
CHRM4 PAM	1	-18	-8	0	-3	20	2	2	-6	1
M5 antag	-3	14	35*	3	0	-3	14	13	-2	-10
CHRM5 agonist	-5	-4	5	3	0	0	0	-3	-2	2
CHRM4 antagonist	4	9	19	12	3	-11	4	1	3	-1
CHO-K1 Ca PAM	14	3	-7	15	23	-2	17	-17	-2	20
M5 PAM	3	-10	-24	-1	4	5	-11	-3	3	1
M4 ag	0	0	19	1	2	2	1	0	0	1
M1 ag parental	0.4	0.4	6.7	0.4	1.4	-0.2	0.8	0.4	-0.3	0.7
CHO-K1 Ca antag	0	-4	14	-7	-12	-9	-17	-13	18	-18

Part of the list above in order of molecular weight, smallest number first.
40	C[C@]12CC[C@@H](O)CC1=CC(=O)C1C2CC[C@]2(C)C(=O)CCC12 (stereo partly drawn)
33	CC12C=CC(=O)CC1CCC1C2CCC2(C)C(O)C(O)CC12 (stereo not drawn)
34	Cc1cccc(CCNCc2cc3cc(C)cc(C)c3[nH]c2=O)c1
32	CCc1ccc(NC(=O)CN2CC(c3ccccc3)CC2=O)cc1 (stereo not drawn)
36	COC(=O)C1=C(c2ccccc2)C[C@@H]2CC[C@H]1N2C(=O)NCCO
37	COc1ccc(N=C(C)c2c(O)n(C3CCCCC3)c(=O)[nH]c2=O)c(OC)c1

compound no.	40	33	34	32	36	37
CHRM4 PAM	1	-8	0	-18	20	2
M5 antag	-10	35*	3	14	-3	14
CHRM5 agonist	2	5	3	-4	0	0
CHRM4 antagonist	-1	19	12	9	-11	4
CHO-K1 Ca PAM	20	-7	15	3	-2	17
M5 PAM	1	-24	-1	-10	5	-11
M4 ag	1	19	1	0	2	1
M1 ag parental	0.7	6.7	0.4	0.4	-0.2	0.8
CHO-K1 Ca antag	-18	14	-7	-4	-9	-17

New compounds follow
41	CC(=O)C1C2c3ccccc3OC1(C)N=c1s/c(=C/c3cnn(C)c3)c(=O)n12 (stereo not drawn)
42	O=c1[nH]c2ccccc2n1C1CCN(C(c2nnnn2-c2ccc3c(c2)OCCO3)C2CC2)CC1 (stereo not drawn)
43	Oc1cc2c(cc1CN1CCN(c3ccccc3)CC1)CCC2
44	Cn1c(O)c(C=NCCN2CCOCC2)c(=O)n(C)c1=S
45	COc1cccc(OC)c1C(=O)NC(=S)N1C[C@H]2C[C@H](C1)c1cccc(=O)n1C2
46	COC1/C=C/C=C(\C)Cc2cc(O)c(Cl)c(c2)N(C)C(=O)CC(OC(=O)C(C)C)C2(C)OC2C(C)C2CC1(O)NC(=O)O2 (stereo not drawn)
47	CC(C)CCC1(CCc2ccncc2)C(=O)NC(=O)NC1=O
48	O=[N+]([O-])c1ccc(C2C3C(c4ccccc4)=NC4(CCCCC4)N32)cc1 (stereo not drawn)
49	O=S(=O)(c1ccccc1)N1Cc2ccccc2-n2nncc2C1
50	COC(=O)C1=C(c2cccc(OCc3ccccc3)c2)C[C@@H]2CC[C@H]1N2C(=O)NCc1ccc(OC)c(OC)c1

compound no.	41	42	43	44	45	46	47	48	49	50
CHRM4 PAM	3	-11	-4	-29	6	0	-9	-3	2	7
M5 antag	1	17	8	14	3	-12	2	-2	-10	6
CHRM5 agonist	0	5	-8	4	3	8	-2	-1	1	0
CHRM4 antagonist	2	21	7	9	3	1	11	-11	-12	-1
CHO-K1 Ca PAM	11	-3	-14	3	10	1	9	17	10	21
M5 PAM	-5	-17	-3	-16	-2	1	-1	1	-2	0
M4 ag	2	22	0	11	-1	1	0	1	3	5
M1 ag parental	0.5	5.4	0.1	4.8	0.3	0.6	0.3	0.0	1.4	-0.8
CHO-K1 Ca antag	-4	9	-2	-8	-2	-9	1	-19	-13	-18

51	CCN(CC)CCOC(=O)c1cc2cc(COC)ccc2o1
52	C[C@]12CCC3C(CC[C@H]4C[C@H](O)CC[C@]34C)C1C[C@@H](O)[C@@H]2O (stereo partly drawn)
53	CCCCCCN=C(C)c1c(O)n(CCCC)c(=O)[nH]c1=O
54	COc1ccc(OC)c(N2C(=O)NC(=O)/C(=C/c3ccc([N+](=O)[O-])s3)C2=O)c1
55	C=CCn1c(O)c(/C(C)=N/NC(=S)Nc2ccccc2)c(=O)[nH]c1=O
56	CC(C)OC(=O)c1c(N)n(Cc2ccco2)c2nc3ccccc3nc12

compound no.	51	52	53	54	55	56
CHRM4 PAM	-1	2	5	-2	14	7
M5 antag	-6	3	-1	6	3	10
CHRM5 agonist	-7	0	-1	3	1	1
CHRM4 antagonist	1	5	0	-7	2	4
CHO-K1 Ca PAM	19	4	19	-8	17	9
M5 PAM	-2	7	2	2	3	0
M4 ag	0	1	0	2	-2	1
M1 ag parental	3.6	1.0	-0.4	-0.5	1.8	0.6
CHO-K1 Ca antag	-4	-8	-10	-9	-6	-5
